Source: PubChem (several laboratories)
Insulin prom inh = TRM-6 insulin promoter activity inhibition; TRM-6 cells (human fetal islet line), insulin promoter-eGFP reporter, imaging; reporter expression induced with tamoxifen; inhibition, % at 2 µM; hit rate 0.9% among 130,000;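 active means inhibition above the mean plus 3 SD, with well images judged a real hit on visual review, cut at about 60% in these data, passing the limit was not always enough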
sdo1 growth = sdo1-depleted yeast growth rescue. S. cerevisiae sdo1-depleted JHY4D growth rescue, OD600 30 h; active compounds read high; pdr5 snq2 efflux-pump mutant strain. z-score at 10 µM. hit rate 0.21% among 140,000;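 active means z-score above 3 at both the 24 hr and the 30 hr optical density reads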;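 further: z-score against mean and SD of all compound wells on the same plate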
sdo1 growth Rescue 24 h = also measured in sdo1 growth; calls as there; z-score; S. cerevisiae sdo1-depleted JHY4D growth rescue, OD600; measured here: growth rescue at 24 h;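 0 is the plate mean of compound wells and units are plate SD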
Numbers without * were called inactive; nt = not tested or not shown.

Results follow in this order: sdo1 growth, sdo1 growth Rescue 24 h, Insulin prom inh
COc1ccccc1NS(=O)(=O)c1ccc2oc(SC3CCOC3=O)nc2c1 (configuration not stated)
  0.04, -0.47, 36
CNC(=O)COC(=O)c1cccnc1SC
  0.41, -0.8, -30
O=C(CN1CCCCC1)Nc1ccc(S(=O)(=O)NC2CCCCC2)cc1
  -0.3, -0.13, nt
S=C(NCCN1CCOCC1)Nc1ccc(Br)cc1
  1.4, 1.1, -12
O=C(Nc1nnc(SCc2ccc(F)cc2)s1)c1ccccn1
  nt, nt, -47
CCn1cc(C(=O)N2CCc3ccccc32)c(=O)c2cc(S(=O)(=O)N3CCOCC3)ccc21
  0.66, 0.81, nt
O=C(CSc1ncn[nH]1)N1CCN(S(=O)(=O)c2ccccc2)CC1
  0.3, 0.03, -6
CN(C)/C=C/C(=O)c1cccc(C(F)(F)F)c1
  nt, nt, -156
COCCNC(=O)CN(C)S(=O)(=O)c1ccc2c(c1)OCCO2
  1.6, 1.7, -43
Cc1c(C(=O)NC(C(C)C)C(C)C)cccc1[N+](=O)[O-]
  0.52, 0, -66
O=c1c2ccccc2ncn1-c1ccc2c(c1)OCCO2
  0.48, 0.51, 47
O/N=C1/CCCCC1c1ccccn1 (configuration not stated)
  -0.1, -1.2, 36
CC(C)[C@H](NC(=O)c1ccccc1)C(=O)OCC(=O)Nc1ccc(Cl)cc1C(F)(F)F
  -0.47, -0.84, nt
COc1ccc(Cc2n[nH]c(=S)n2NC(=O)Nc2ccc(C)cc2)cc1
  nt, nt, 0
O=C(OCc1cc2ccccc2[nH]c1=O)c1ccco1
  0.26, -0.05, 32
Cc1ccccc1-c1ccc(C=Nc2c(C)n(C)n(-c3ccccc3)c2=O)o1
  0.36, 0, nt
Cc1csc(C(C#N)C(=O)c2ccncc2)n1 (configuration not stated)
  -0.52, -1.3, nt
COC(=O)c1ccc(-n2ccnc2)cc1
  nt, nt, -8
CC(=O)Nc1ccc(S(=O)(=O)Nc2nccc(C3Cc4ccccc4C(=O)O3)n2)cc1 (configuration not stated)
  1.8, 1.1, 14
CCOC(=O)c1ccc(NC(=O)c2cc3c(C)nn(-c4ccccc4Cl)c3s2)s1
  0.85, 2, 25
Cc1cc(OCCN2CCCCC2)nc2ccccc12
  1.2, 0.8, -30
CCOC(=O)N1CCC(n2c(SCC(=O)N3CCCC3)nc3ccccc3c2=O)CC1
  -0.39, -1.1, 40
CC(C)c1nc(SCC(=O)NCc2ccccc2)n[nH]1
  0.69, 0.71, 43
Cc1cc(Cl)ccc1Oc1ncnc2oc(-c3ccccc3)cc12
  -1.4, -0.68, 16
CCN1C(=O)/C(=C/N(C(C)=O)c2ccccc2)N(c2ccccc2)C1=S
  -1.5, -0.31, -28
Cc1cc2nnc(SCc3ccccc3)n2c(N)n1
  -0.77, -1.1, 50
O=C(/C=C/c1ccccc1)N1CCN(c2cccc(Cl)n2)CC1
  -0.59, -0.55, -14
NNC(=O)CNC(=O)CNS(=O)(=O)c1ccccc1
  nt, nt, 0
Oc1cccc(/C=N/NC(=S)Nc2cccnc2)c1O
  -0.53, -0.63, -43
CC(C)CNC(=O)COc1ccccc1[N+](=O)[O-]
  0.6, 0.63, nt
COc1ccc(CN2C(=O)c3cccnc3C2Nc2cc(Cl)ccc2OC)cc1 (configuration not stated)
  0.93, 1.3, -39
COc1cccc(NC(=S)N(CCc2c(C)[nH]c3ccccc23)Cc2ccco2)c1
  -0.04, 0.31, -37
COC(=O)c1cc(Br)c(=O)n(Cc2ccc(C(=O)O)cc2)c1
  1.2, 0.67, nt
O=C(Nc1ccc([N+](=O)[O-])cn1)C1CC1
  1.9, 2.3, 54
CC1(C)Cc2c(sc3c2c(N)nc(=S)n3Cc2ccccc2)CO1
  nt, nt, -7
COC(=O)c1cc(Br)c(=O)n(CCN(C(C)C)C(C)C)c1
  1.1, 1.4, nt
O=C(COC(=O)CCc1nc2ccccc2s1)Nc1ccc(S(=O)(=O)N2CCOCC2)cc1
  0.37, 0.39, nt
CCOC(=O)c1c(C2CC2)csc1NC(=O)COC(=O)c1cc(OC)c(OC)cc1[N+](=O)[O-]
  -1.2, -0.87, 49
COCCOc1cc(NC(=O)c2ccccc2)c(Cl)cc1Cl
  nt, nt, 64
CCc1nnc(NC(=O)CC(CN(C)S(=O)(=O)c2ccccc2)c2ccccc2)s1 (configuration not stated)
  0.96, 1.3, nt
COC(=O)c1ccc(OC(=O)CCN2C(=O)C3C4c5ccccc5C(c5ccccc54)C3C2=O)cc1 (configuration not stated)
  -0.33, -0.21, nt
O=C(NCCO)c1cccc(Cl)c1
  1.2, 1.2, nt
Cc1ccc2[nH]c(=O)c(CC=C(Cl)Cl)c(C)c2c1
  0.51, 0.54, -38
O=C(Nc1nccs1)c1ccc(COc2ccc(Cl)cc2)o1
  -0.57, -0.04, -356
Cc1ccccc1N(CC(=O)N/N=C/c1cc(Br)c(C)o1)S(C)(=O)=O
  1.5, 1.2, 31
COc1ccc(N/C(N)=N/c2nc(CSc3ccc(C)cc3)cc(=O)[nH]2)cc1
  0.16, 1.4, 7
CCOC(=O)c1sc2nc(CSc3ccccc3)nc(N3CCC(C(N)=O)CC3)c2c1C
  nt, nt, -35
Cc1ccc(C2NC(=O)c3c(sc4c3CCN(C)C4)N2)o1 (configuration not stated)
  0.3, -0.02, nt
CSCCC(NC(=O)c1ccco1)C(=O)NCc1ccc(F)cc1 (configuration not stated)
  -0.33, -0.89, -37
COC(=O)c1ccc(NC(=O)CN2CCCC2)cc1
  1.2, 1.4, -6
O=C(c1cnc2n(c1=O)CCS2)N1CCN(C(c2ccccc2)c2ccc(Cl)cc2)CC1 (configuration not stated)
  -0.6, -0.22, nt
CCn1c(Cc2ccccc2)nnc1SCC(=O)NC1CC1
  0.44, 0.16, 13
COc1cccc(OCCOCC(O)CN2CCN(Cc3ccc(Cl)cc3)CC2)c1 (configuration not stated)
  -1.1, -0.58, 18
CC(C)NC(=O)C(=O)NNC(=O)C12CC3CC(CC(C3)C1)C2
  0.44, 0.11, nt
Cc1ccc2cc(/C=N/NC(=O)c3ccccc3[N+](=O)[O-])c(Cl)nc2c1
  nt, nt, 53
O=C(CSc1ncnc2c1cnn2-c1ccccc1)Nc1ccccc1
  -2.9, -1.1, -43
O=C(CSc1ncnc2sc3c(c12)CCCCC3)NCc1ccco1
  -1.8, -1.6, -7
COc1ccc(NC(=O)CN2CCN(C3c4ccccc4-c4ccccc43)CC2)cc1
  -1.6, -1.2, 34
Cc1ccc(C)c(NS(=O)(=O)c2cc(C(=O)Nc3ccccc3-c3ccccc3)ccc2C)c1
  -0.44, 0.55, -16
COc1ccc(/C=C(\C#N)C(=O)OCC(=O)Nc2c(C)cccc2C(C)C)cc1
  -0.32, -0.51, 25

Later entries:
Results follow in this order: sdo1 growth, sdo1 growth Rescue 24 h, Insulin prom inh
CCCCNC(=O)N1CCOCCOCCN(C(=O)NCCCC)CCOCCOCC1
  -0.63, -1.2, -91
CC1CN(C(=O)CN2C(=O)c3ccccc3S2(=O)=O)CC(C)O1 (configuration not stated)
  -0.2, -0.84, nt
CC1(C)Cc2c(sc3c2c(=N)n(Cc2ccco2)c(=O)n3CC(=O)Nc2ccccc2)CO1
  -0.02, 0.17, nt
Cc1nn(Cc2ccc(C(=O)Nc3ccc(C(=O)OC(C)C)cc3)o2)c(C)c1Cl
  -1.4, -0.41, -306
Cc1noc(C)c1S(=O)(=O)N(CC(=O)N1CCc2ccccc21)c1ccc(C(C)C)cc1
  -0.35, -0.46, nt
COc1ccc(CN(C(=O)c2nsc(Cl)c2Cl)C(C(=O)NC2CCCC2)c2ccc(C)cc2)cc1 (configuration not stated)
  -0.82, -0.93, nt
Cc1cc(C(=O)COC(=O)c2nccnc2N)c(C)n1C
  nt, nt, -33
CC(=O)Nc1ccc(Cl)c(C(N)=O)c1
  1.8, 2.7, 0
O=C1CCCCC1C(=O)c1cn(-c2ccc(Cl)c(Cl)c2)nn1 (configuration not stated)
  nt, nt, 45
CCOc1cc(C(=O)OCC(=O)Nc2cccc(C)c2)ccc1OCC(=O)N1CCOCC1
  -0.3, -0.36, nt
C[C@H]1CC[C@H]2C(=O)N3[C@H](c4ccccc4Br)[C@@H](C)CC[C@H]3C(=O)N2[C@@H]1c1ccccc1Br
  -1, -1.1, -86
CCN(CC)S(=O)(=O)c1ccc(-c2nnc(SC)o2)cc1
  -0.22, -0.38, -25
CN(C)S(=O)(=O)c1ccc(NC(=O)c2cc(F)c(F)cc2Cl)cc1
  -0.35, -0.55, -14
CC(C)NC(=O)N(O)C1N(Cc2ccc3c(c2)OCO3)C(=S)SC1(C)C (configuration not stated)
  0.37, 0.05, -3
Cc1cccc(NC(=O)/C(C#N)=C/c2cn(CC(=O)NCc3ccco3)c3ccccc23)c1C
  0.78, 2.6, 10
COc1ccc(CC(NC(C)=O)C(=O)N2CCN(C(=O)Nc3ccc(Cl)cc3)CC2)cc1OC (configuration not stated)
  -0.21, -0.47, nt
O=C(Nc1ccc(Cl)c(Cl)c1)c1cccc(S(=O)(=O)NCc2cccnc2)c1
  -0.34, -0.76, nt
O=C(CCSc1ccccc1)N1CCOCC1
  0.96, 0.63, 33
O=C(CN1C(=O)CSc2ccccc21)NCCC1=CCCCC1
  0.09, -0.7, nt
COc1cc(S(=O)(=O)NCc2ccccc2)ccc1Br
  0.39, 0.46, 12
N#CCc1ccc(NC(=O)Nc2cccc(Cl)c2)cc1
  0.35, 0.19, -7
C/C(CC(O)c1ccc2ccccc2n1)=N/O (configuration not stated)
  0.11, -0.04, 4
CN1CCN(C2=Nc3ccccc3Oc3ccc(Cl)cc32)CC1
  -0.05, 0.17, 24
CCCCn1c(CNC(=O)CC)nc2ccccc21
  0.28, 0.17, nt
O=C(c1cc2ccccc2c(=O)o1)N1CCCCCC1
  0.3, 0.06, -29
C=COCCNC(=S)Nc1cccc(Cl)c1
  nt, nt, -61
CCOCCCNC(=S)N1CCN(CC)CC1
  nt, nt, -65
Cc1ncc([N+](=O)[O-])n1CCOC(=O)NC(NCc1cccnc1)C(Cl)(Cl)Cl (configuration not stated)
  -0.02, -0.27, nt
Cc1ccc(C)c(N2CCN(C(=O)CCCn3c(=S)[nH]c4cc5c(cc4c3=O)OCO5)CC2)c1
  -0.5, -0.72, -10
Cc1cc(N2CCN(C3CCCCC3)CC2)nc2cccc(O)c12
  1, 1.4, nt
CSc1nnc(CNS(=O)(=O)c2ccc(Cl)cc2)n1C
  nt, nt, 12
Cn1c(Cn2c(=O)sc3ccccc32)nnc1SCc1ccccn1
  1.5, 2, 14
NS(=O)(=O)c1ccc(N/N=C/c2ccc3c(c2)OCO3)c([N+](=O)[O-])c1
  nt, nt, -76
c1ccc(COc2ccc(OCCCN3CCCCC3)cc2)cc1
  -0.33, -0.63, -61
COc1ccc(CC(=O)n2c(CC#N)nc3ccccc32)cc1OC
  -0.86, -0.02, nt
COC(=O)c1sccc1-c1ccc(C(=O)Nc2cccc(Cl)c2)o1
  -1.7, 0.06, -80
Cn1c(=O)c2cc(S(=O)(=O)Nc3ccc4c(c3)OCO4)ccc2n(C)c1=O
  1.4, 1.1, 8
COc1ccc2ccccc2c1CNCCCN1CCOCC1
  nt, nt, 7
Cc1ccc(-c2csc(=Nc3cccnc3)n2CCCN2CCCC2=O)cc1C
  -1, -0.66, nt
CCC(CC)C(=O)N(c1ccc(F)cc1)C1C=CS(=O)(=O)C1 (configuration not stated)
  -0.04, -0.22, -21

Sorted by number of heavy atoms (rising): part of the list above.
Results follow in this order: sdo1 growth, sdo1 growth Rescue 24 h, Insulin prom inh
Cn1c(Cn2c(=O)sc3ccccc32)nnc1SCc1ccccn1
  1.5, 2, 14
Cc1ncc([N+](=O)[O-])n1CCOC(=O)NC(NCc1cccnc1)C(Cl)(Cl)Cl (configuration not stated)
  -0.02, -0.27, nt
Cc1ccc(C)c(N2CCN(C(=O)CCCn3c(=S)[nH]c4cc5c(cc4c3=O)OCO5)CC2)c1
  -0.5, -0.72, -10

Five entries from above, arranged by the value under sdo1 growth, highest first:
Structure | sdo1 growth | sdo1 growth Rescue 24 h | Insulin prom inh
Cn1c(Cn2c(=O)sc3ccccc32)nnc1SCc1ccccn1 | 1.5 | 2 | 14
O=C(c1cc2ccccc2c(=O)o1)N1CCCCCC1 | 0.3 | 0.06 | -29
Cc1ccc(C)c(N2CCN(C(=O)CCCn3c(=S)[nH]c4cc5c(cc4c3=O)OCO5)CC2)c1 | -0.5 | -0.72 | -10
Cc1ccc(-c2csc(=Nc3cccnc3)n2CCCN2CCCC2=O)cc1C | -1 | -0.66 | nt
COC(=O)c1sccc1-c1ccc(C(=O)Nc2cccc(Cl)c2)o1 | -1.7 | 0.06 | -80

The listing continues:
Results follow in this order: sdo1 growth, sdo1 growth Rescue 24 h, Insulin prom inh
CC1CCCCN1C(=O)c1cc(Cl)ccc1[N+](=O)[O-] (configuration not stated)
  1, -0.14, -33
COc1ccccc1CN(CC(=O)NCc1ccco1)C(=O)CNS(=O)(=O)c1ccc(C)cc1
  0.97, 1.1, -58
Cn1nnnc1SCC(=O)Nc1c(Cl)cccc1Cl
  1.1, 0.11, -24
O=C(Nc1ccc(-c2noc(-c3cccs3)n2)cc1)c1cccnc1
  -2.1, -1.8, -48
Cc1noc(/C=C/c2ccco2)c1S(=O)(=O)N1CCC(C(=O)Nc2ccc(Cl)cn2)CC1
  -1.8, -1.3, 17
NC(=O)Nn1c(CCC(=O)O)ccc1-c1ccc(Br)cc1
  0.15, 0.01, 6
CC(C)c1ccc(OCc2nc(-c3ccccn3)no2)c(Br)c1
  -1.5, -1.1, nt
O=C(NC1CCCCCC1)C1CCN(S(=O)(=O)c2cccc3cccnc23)CC1
  -0.02, 0.24, nt
Brc1[nH]nc2ccccc12
  0.01, -0.23, -27
O=C1/C(=C/c2cccs2)SC(=S)N1c1ccccc1
  0.31, 1.6, 12
